Screening data deposited in PubChem BioAssay by Sanford-Burnham Center for Chemical Genomics.
CXCR6 inh: CXCR6 receptor inhibitors, primary screen, cell-based, beta-arrestin, luminescence, CHO-K1 PathHunter, 1536-well; C-X-C chemokine receptor type 6 (Homo sapiens), O00574; inhibition, % at 20 µM; 0.36% of 360,000 active; AID 602244, 2012; in the data active means inhibition above about 34%, passing the limit was not always enough;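 further: antagonist mode with CXCL16 agonist at 10 nM final; 0% = 10 nM CXCL16 with DMSO and 100% = unstimulated wells without agonist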
Target sequence (O00574 whole entry, looked up): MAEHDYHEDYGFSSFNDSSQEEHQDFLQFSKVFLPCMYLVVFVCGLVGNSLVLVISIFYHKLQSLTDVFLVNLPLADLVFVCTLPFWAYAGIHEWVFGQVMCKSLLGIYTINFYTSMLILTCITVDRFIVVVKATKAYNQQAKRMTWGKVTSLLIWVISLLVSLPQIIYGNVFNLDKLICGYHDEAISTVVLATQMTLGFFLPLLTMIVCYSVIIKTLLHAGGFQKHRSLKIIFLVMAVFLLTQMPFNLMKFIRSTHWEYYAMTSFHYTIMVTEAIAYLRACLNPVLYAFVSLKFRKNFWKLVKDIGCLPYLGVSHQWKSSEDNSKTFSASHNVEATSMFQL
CHOP UPR activ: activators of apoptotic CHOP UPR arm, primary screen, cell-based, CHO-CHOP luciferase reporter, luminescence, uHTS. UPR activation; percent of tunicamycin response over DMSO baseline. activation, % at 10 µM. 0.34% of 330,000 active. AID 449763, 2010;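 active means at 10 µM dose, activation of 40% or more, normalized to positive control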;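 further: 100% = tunicamycin at 10 µg/mL and 0% = DMSO alone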
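Test system: CHO-CHOP cells, stable luciferase reporter of PERK-eIF2a-CHOP signalling | Quantity: 500 CHO-CHOP cells per well | Buffer or medium: F12 plus 10% serum | Compound dosing: 10 µM single point, 0.5% DMSO | Schedule: 6 h compound treatment, 37 °C | Signal: Luciferase luminescence | Control set: Tunicamycin high control, DMSO low control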
APJ antagonist: antagonists of human apelin receptor APJ, primary screen, CHO-K1 cells, beta-arrestin complementation, luminescence. P35414. 0.32% of 330,000 active. inhibition, % at 20 µM;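 active means inhibition above about 40% at 20 µM, limit read from the data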;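 further: cells challenged with 10 nM apelin-13 agonist together with compound; plate controls were apelin-13 plus DMSO wells for no effect and DMSO wells lacking apelin-13 for full effect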
Target sequence (P35414 whole entry, looked up): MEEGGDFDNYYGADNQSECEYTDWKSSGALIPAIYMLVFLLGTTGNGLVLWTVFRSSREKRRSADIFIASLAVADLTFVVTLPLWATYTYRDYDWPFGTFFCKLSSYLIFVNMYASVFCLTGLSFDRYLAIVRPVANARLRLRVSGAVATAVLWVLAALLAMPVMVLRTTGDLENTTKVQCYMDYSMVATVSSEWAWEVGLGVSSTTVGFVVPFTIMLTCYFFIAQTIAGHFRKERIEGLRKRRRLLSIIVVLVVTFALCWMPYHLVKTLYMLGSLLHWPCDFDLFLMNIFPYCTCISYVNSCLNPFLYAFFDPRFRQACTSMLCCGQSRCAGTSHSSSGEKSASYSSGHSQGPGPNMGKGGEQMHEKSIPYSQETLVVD
tim23-1 inh: growth inhibitors of tim23-1 mutant yeast, primary screen, luminescence, uHTS | S. cerevisiae tim23-1 growth, BacTiter-Glo luminescence, 24 h | inhibition, % at 20 µM | 1.3% of 330,000 active;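 active means growth inhibition of the mutant yeast at or above 50%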;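 further: temperature-sensitive mutant grown at 25 °C; plate controls were DMSO-treated mutant yeast for no effect and medium wells lacking yeast for full effect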
tim10-1 inh: growth inhibitors of tim10-1 mutant yeast, primary screen, luminescence, uHTS; S. cerevisiae tim10-1 ts strain growth, BacTiter-Glo, 24 h; inhibition, % at 20 µM; AID 463190, 2010; 2.2% of 330,000 active;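 active means inhibition of at least 40%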;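 further: mutant grown at 25 °C; 0% = DMSO wells with yeast and 100% = wells holding no yeast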
Mdm2 MdmX PPI: inhibitors of human Mdm2-MdmX association, primary screen, cell-based, luminescence, split luciferase, SaOS-2, uHTS. Protein Mdm4 (Homo sapiens) + E3 ubiquitin-protein ligase Mdm2 (Homo sapiens), …. SaOS-2 split-luciferase Mdm2/MdmX complementation. inhibition, % at 8 µM. 3% of 330,000 active. AID 485346, 2010;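 active means inhibition of at least 50% at 8 µM in the primary screen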
APJ ag: agonists of human apelin receptor APJ, primary screen, CHO-K1 cells, PathHunter beta-arrestin, luminescence; P35414; 0% DMSO wells, 100% apelin; activation, % at 20 µM; 0.11% of 330,000 active;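 active means activation more than six SD over the plate average, tested at 20 µM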;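 further: 0% = DMSO alone and 100% = apelin-13 at 10 nM; some results filed as inactive read as strong as hits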
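Incubation: overnight seeding, 90 min compound at 25 °C, 1 h detection; test system: PathHunter CHO-K1 APJ (AGTRL-1) beta-arrestin reporter cells; amount: 1000 cells/well; doses: one dose, 20 µM compound, 1% DMSO; measured by: beta-gal luminescence; measure: agonist-driven arrestin binding to APJ; benchmarks: negative DMSO alone, positive Apelin-13 at 10 nM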
XBP1 UPR activ: activators of adaptive XBP1 UPR arm, primary screen, cell-based, CHO-XBP1 luciferase reporter, luminescence, uHTS; IRE1-XBP1 UPR activation; percent of tunicamycin response, DMSO as zero; activation, % at 20 µM; 0.33% of 330,000 active; AID 463104, 2010;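 active means versus positive control, 20 µM dose yields 30% or more activation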;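 further: 100% = tunicamycin at 10 µg/mL and 0% = DMSO only wells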
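Material – CHO cell line with stable XBP1 luciferase reporter · Buffer or medium – F12 plus 10% FBS · Compound – single point, 20 µM final compound, 1% DMSO · Schedule – 16-18 h cell attachment at 37 °C, then 6 h compound exposure · Signal – Steady-Glo luminescence read · Benchmarks – high control tunicamycin 10 µg/mL final, low control DMSO vehicle only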
TIM10 inh: growth inhibitors of isogenic TIM10 control yeast, primary screen, counter-screen for tim10-1 yeast inhibitor project, luminescence, uHTS. S. cerevisiae TIM10 strain growth, BacTiter-Glo luminescence, 24 h. inhibition, % at 10 µM. 1.4% of 330,000 active. AID 463195, 2010;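 active means inhibition of 40% or more at the single tested concentration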;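 further: wild-type TIM10 isogenic control strain grown at permissive 25 °C; 0% = DMSO yeast wells and 100% = minimal medium wells without yeast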
* hit, by the source's call; · = no result given.

item	SMILES	tim23-1 inh	XBP1 UPR activ	CHOP UPR activ	APJ antagonist	CXCR6 inh	TIM10 inh	tim10-1 inh	Mdm2 MdmX PPI	APJ ag
1	O=C(CN1C(=O)/C(=C\c2ccccc2Cl)Sc2ccccc21)NCCCN1CCOCC1	-16	-2	0.0	4	1	5	-16	14	-1
2	O=C(Nc1cccnc1)Nc1ccc2c(c1)OCO2	-2	5	3.4	8	-9	11	17	-14	-4
3	O=C(N/N=C/C1=Cc2ccccc2OC1)c1ccncc1	1	3	3.8	-12	7	4	-19	1	3
4	COc1cc2c(cc1OC)C(c1ccc(C(F)(F)F)cc1)CC(=O)N2 (stereo not given)	-5	-2	-1.3	-3	-6	6	-4	10	-2
5	Cc1ccc(-c2nnc(SCC(=O)NCC3CCCO3)n2C)cc1 (stereo not given)	17	2	-2.5	4	3	2	7	12	-2
6	CSc1nc2c(c(=O)n1-c1ccc(C)cc1)SCC2	19	3	0.5	7	-5	2	23	9	3
7	CCC(=O)Nc1ccc(NC(=O)c2cccc3c(Br)cccc23)cc1	3	-2	2.2	15	5	1	-17	-5	0
8	CCCCC(c1nnnn1CCOC)N1CCN(CC)CC1 (stereo not given)	-2	0	-0.8	6	1	-1	-6	4	-6
9	CCOC(=O)c1oc2ccccc2c1NC(=O)CN1CCOCC1	0	1	-1.9	-2	-2	-21	-34	16	-4
10	COc1cccc(C2C(C(=O)c3ccc(C)o3)=C(O)C(=O)N2c2cc(C)on2)c1 (stereo not given)	14	-2	0.2	18	6	1	20	6	0
11	CCN(Cc1nc(-c2ccc(OC)c(OC)c2)no1)C(=O)c1ccoc1C	4	0	0.3	9	8	6	-2	-4	-2
12	O=C(c1ccc2ccccc2c1)N1CCN(c2ccc(O)cc2)CC1	18	1	2.2	-15	5	26	28	-2	0
13	Cc1noc(C)c1COc1cccc(C(=O)Nc2cccnc2)c1	14	-3	0.7	5	0	-2	-1	27	1
14	CC(C)NC(=O)NC(=O)COC(=O)c1ccccc1Oc1ccccc1	20	-4	-0.8	32	-2	-2	19	-9	-6
15	CCCNc1nc2c(c(=O)n(C)c(=O)n2C)n1CCc1ccccc1	-3	-2	-0.3	6	4	-9	22	13	-2
16	CN(Cc1nccs1)C(=O)c1ccc2nc(Cc3ccccc3F)oc2c1	15	-1	8.2	3	2	-3	4	-74	5
17	CCOC(=O)N1CCC(NS(=O)(=O)c2ccc3c(c2)oc(=O)n3C)CC1	5	-1	1.8	-11	8	1	7	-14	-1
18	CCc1nnc(NC(=O)CCC(=O)Nc2ccc(Cl)cc2)s1	3	1	0.0	-5	8	10	7	4	1
19	Cc1ccccc1N=C1SCCN1C(=O)CN1C(=O)NC2(CCCC2)C1=O	25	1	2.4	2	8	16	18	14	-3
20	CC(C)CNS(=O)(=O)c1ccc(CCC(=O)N2CCN(Cc3ccc4c(c3)OCO4)CC2)cc1	-10	-3	0.4	-37	-5	4	12	14	-19
21	CC1CCCCN1C(=O)Cn1cc(C#N)c2ccccc21 (stereo not given)	4	-3	-0.5	1	8	6	-21	21	0
22	COc1ccc(OC)c(S(=O)(=O)N2CCN(c3ccc(F)cc3)CC2)c1	22	-3	-0.5	3	8	-17	10	-6	2
23	CN(Cc1ccccc1)S(=O)(=O)c1ccc(NS(=O)(=O)Cc2ccccc2)cc1	25	2	1.5	-7	-2	24	14	-16	0
24	O=C(COc1ccc(CO)cc1)Nc1ccc(F)cc1	-2	-1	1.3	4	-7	5	-15	11	0
25	CCOc1ccc(C(C)=O)cc1CSc1nnc(-c2cccs2)n1CC1CCCO1 (stereo not given)	-10	-3	-1.3	10	-4	4	17	6	-6
26	Cc1ccc(S(=O)(=O)NN2C(=O)/C(=C/c3cccc(F)c3)SC2=S)cc1	71*	2	-1.6	-12	-1	40*	47*	-12	-1
27	COc1ccc(/C=C\C(=O)c2c(O)ccc3c(C)cc(=O)oc23)cc1OC	54*	6	17	5	-3	47*	53*	48	0
28	Cc1ccc(C(C)C)c2oc(=O)cc(-c3ccc(-c4ccc(C(F)(F)F)cc4)cc3)c12	15	0	1.1	·	6	1	4	23	·
29	O=S(=O)(NC(=NCc1ccccc1)c1ccccc1F)c1ccccc1	11	-4	-0.1	-5	3	4	10	18	-3
30	CCCC(c1nnnn1Cc1ccco1)N1CCN(c2cc(Cl)ccc2C)CC1 (stereo not given)	7	2	2.1	-5	12	26	35	-1	-3
31	CN(C)c1ccc(/C=C2\C(=N)N3N=C(CC(=O)N4CCCCC4)SC3=NC2=O)cc1	6	-1	-0.3	23	8	3	18	18	-6
32	COc1ccccc1Nc1nc2nonc2[nH]c1=O	-10	1	-1.6	-7	8	23	-1	-10	-3
33	O=C(Cn1cnc2cc([N+](=O)[O-])ccc2c1=O)NCc1ccc(Cl)cc1	-3	-2	0.6	2	-13	36	1	-4	9
34	O=C(COC(=O)COc1ccc(Cl)cc1Cl)Nc1cccnc1Cl	3	-2	0.2	7	-13	-7	-6	6	-3
35	CC(C)c1onc(C(=O)N2CCN(c3ccccc3)CC2)c1[N+](=O)[O-]	18	-4	1.2	-23	4	-24	3	21	0
36	COc1ccc(NC(=O)CSc2nnc(-c3ccncc3)n2CC2CCCO2)c(OC)c1 (stereo not given)	15	2	-0.8	-2	0	-7	10	0	4
37	CC(C)(C)c1ccc(C(=O)C=[N+]=[N-])cc1	30	3	2.6	-4	14	-7	6	5	-2
38	CC(=O)NCc1nc2ccccc2n1C(C)C	10	-1	0.1	1	2	-12	-1	23	-3
39	COc1ccc(CNC(=O)COC(=O)Cc2ccsc2)cc1	4	-1	0.5	0	-13	-8	2	12	-3
40	N#Cc1c2ccc(O)cc2n2ccccc12	29	-4	1.1	-48	-20	-2	-18	76*	4
41	CC(C)CN1CCN(Cc2cc3ccccc3[nH]2)CC1CCO (stereo not given)	10	-5	-2.5	-11	-12	1	9	-37	-2
42	CCN(CC(=O)NCc1ccc(Cl)cc1)C(=O)CCc1ccccc1O	7	4	1.4	6	3	-16	6	15	-1
43	CSc1ccc(C(=O)C2CCCN(C(=O)c3csc(C(C)=O)c3)C2)cc1 (stereo not given)	10	-4	-1.7	14	-5	3	-3	-9	-3
44	N/C(=N/O)c1ccccc1N1CCC(Cc2ccccc2)CC1	31	-2	-0.9	-10	-4	25	26	1	-4
45	C=CCOC(=O)C1=C(C)NC(SCC(=O)Nc2ccc(C)c(Cl)c2)=C(C#N)C1c1ccco1 (stereo not given)	-12	3	1.5	-9	0	-17	23	63*	0
46	COc1cc(C(=O)OCCCN2CCOCC2)ccc1O	9	-3	1.8	6	-7	-19	-4	-27	-1
47	COc1cc(-c2[nH]nc3c2C(c2ccoc2)C(C#N)=C(N)O3)cc(OC)c1OC (stereo not given)	7	-1	1.2	-2	2	8	9	30	1
48	COc1ccccc1CN(Cc1cc2cc(C)ccc2[nH]c1=O)Cc1nnnn1Cc1ccco1	31	-2	0.1	11	8	-3	23	11	5
49	Cc1cc(C)n2nc(S(=O)(=O)Nc3c(Cl)cccc3Cl)nc2n1	9	-2	-2.9	14	-15	12	4	9	-3
50	Cc1ccc(OCCCC(=O)Nc2ccc(S(=O)(=O)Nc3ccccn3)cc2)cc1	-1	1	20	-13	6	8	-2	-4	-1

Other records follow:
item	SMILES	tim23-1 inh	XBP1 UPR activ	CHOP UPR activ	APJ antagonist	CXCR6 inh	TIM10 inh	tim10-1 inh	Mdm2 MdmX PPI	APJ ag
51	O=C(CN1CCN(Cc2ccc(Cl)cc2)C1=O)NCCCN1CCOCC1	-8	2	-1.0	-70	-2	-2	-27	9	0
52	COc1cc(C=O)ccc1OC(=O)c1ccc(C(C)C)cc1	45	-3	2.3	17	-8	7	27	-19	-4
53	CC1(C)OC(=O)C(=NNc2ccccc2)C(=O)O1	12	0	4.4	15	15	9	0	4	-3
54	CCCOc1c(OC)cccc1C1CC(=O)Nc2cc(OC)c(OC)c(OC)c21 (stereo not given)	3	-3	-4.2	-7	5	1	7	43	-3
55	CCOC(=O)c1sc2nc(C(C)C)c3c(c2c1N)CCC3	23	2	4.0	-6	-3	-1	27	0	0
56	COc1cc2cc(CN(C(=O)Nc3ccccc3)C3CCCC3)c(=O)[nH]c2cc1OC	17	1	-1.0	-21	-4	7	10	1	1
57	CCOC(=O)CSc1nnc(Cc2ccccc2)n1-c1ccc(C)cc1	6	-2	-1.4	11	1	22	26	-9	-8
58	COCCCNC(=O)c1ccc2nc3ccccc3c(=O)n2c1	-10	0	0.4	-6	-2	-19	15	28	3
59	CCN(C(=O)Cn1c(=O)oc2ccccc21)c1ccc(C)c(C)c1	22	3	0.1	9	15	6	30	-20	-5
60	NC(=O)CC(NC(=O)Cc1ccc(Br)cc1)c1ccc(NCCN2CCCCC2)c([N+](=O)[O-])c1 (stereo not given)	7	-1	-0.1	0	-6	11	1	17	5
61	CCOC(=O)c1c(SCC(=O)Nc2nccs2)nc(C)c(C)c1C	34	1	4.0	4	5	6	14	-31	-1
62	Cc1ccc(N(CC(=O)N/N=C/c2ccco2)S(=O)(=O)c2ccccc2)cc1	24	0	-0.6	-2	-4	15	29	10	-5
63	COc1cc(-c2c(C#N)c(N)nc(SCc3ccncc3)c2C#N)cc(OC)c1OC	12	0	0.7	-17	-15	3	25	-13	-2
64	Cc1ccc(NC(=O)CC(C)CC(=O)NCc2ccccc2)cc1Cl (stereo not given)	3	-4	1.3	5	1	-12	-3	-10	1
65	Cc1ccc(S(=O)(=O)NC(=O)Nc2cccc(C)n2)cc1	6	1	-0.9	-8	-1	12	9	7	-3
66	O=C(Nc1ccccc1OC(F)F)c1oc2ccccc2c1COc1ccccc1	11	-3	1.9	5	-2	23	25	15	-1
67	COc1ccc2cc(-c3[nH]ncc3CN3CCCN(c4ccccc4)CC3)ccc2c1	-6	3	0.2	-13	1	28	36	17	-3
68	O=C(CN(C(=O)Cn1nnc(-c2ccc(F)cc2)n1)C1CCCC1)NC1CCCC1	7	1	-0.1	-21	-6	3	13	14	-5
69	NC(=O)c1ccccc1	8	-5	0.7	13	-3	3	7	-12	5
70	Cc1ccc(NC(=O)c2c(C(F)(F)F)nn(C)c2Cl)cc1C	9	2	0.1	2	10	6	-3	-4	-2

Some of the compounds tested; the hit share may differ from the screen's.
